Compound activity from PubChem.
KCNQ2 block: KCNQ2 potassium channel inhibitors, primary screen, cell-based, CHO-K1, FluxOR thallium flux, B-score (AID 2156); B-score at 10 µM; 20 min; hits give low values; actives 1.1% (n = 310,000);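 active = fluorescence ratio B-score at most minus 3 library SDs, with starting brightness B-score within 2 library SDs, cut at about -5.5 in these data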
Kir21 block: blocks the mouse Kir2.1 inward-rectifier potassium channel. B-score at 10 µM. actives 0.85% (n = 310,000). AID 1672. HEK293-Kir2.1, FluxOR thallium flux fluorescence; hits give low values. P35561;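 active = fluorescence ratio B-score at or below minus 3 SD of library scores, with starting-brightness B-score within 2 SD, cut at about -4.2 in these data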;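 also: channel flux triggered by added potassium and thallium sulfate stimulus; B-score of peak minus minimum fluorescence over baseline after thallium stimulus; more negative B-score means stronger Kir2.1 block with less thallium influx; some compounds called inactive have numbers as strong as hits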
Target sequence (P35561 whole entry, looked up): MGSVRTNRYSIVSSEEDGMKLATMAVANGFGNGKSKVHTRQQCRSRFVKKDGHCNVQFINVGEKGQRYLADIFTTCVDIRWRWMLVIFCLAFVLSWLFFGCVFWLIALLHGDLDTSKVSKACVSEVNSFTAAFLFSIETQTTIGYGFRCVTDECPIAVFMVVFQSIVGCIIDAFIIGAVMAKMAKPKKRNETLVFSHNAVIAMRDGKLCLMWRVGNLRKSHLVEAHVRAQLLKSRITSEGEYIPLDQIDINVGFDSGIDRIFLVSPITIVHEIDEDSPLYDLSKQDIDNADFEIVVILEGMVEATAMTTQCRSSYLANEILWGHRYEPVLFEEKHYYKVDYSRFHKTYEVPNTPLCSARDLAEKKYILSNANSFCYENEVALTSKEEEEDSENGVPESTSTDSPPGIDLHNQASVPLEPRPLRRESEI
STK33 inh: blocks human STK33 kinase activity. purified STK33, MBP phosphorylation, ADP-Glo luminescence. AID 2661. actives 0.073% (n = 320,000). inhibition, % at 10 µM. Q9BYT3;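 active = inhibition at or above 25%, using the most active replicate where run in duplicate; inactive = inhibition below 25%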
Target sequence (Q9BYT3 whole entry, looked up): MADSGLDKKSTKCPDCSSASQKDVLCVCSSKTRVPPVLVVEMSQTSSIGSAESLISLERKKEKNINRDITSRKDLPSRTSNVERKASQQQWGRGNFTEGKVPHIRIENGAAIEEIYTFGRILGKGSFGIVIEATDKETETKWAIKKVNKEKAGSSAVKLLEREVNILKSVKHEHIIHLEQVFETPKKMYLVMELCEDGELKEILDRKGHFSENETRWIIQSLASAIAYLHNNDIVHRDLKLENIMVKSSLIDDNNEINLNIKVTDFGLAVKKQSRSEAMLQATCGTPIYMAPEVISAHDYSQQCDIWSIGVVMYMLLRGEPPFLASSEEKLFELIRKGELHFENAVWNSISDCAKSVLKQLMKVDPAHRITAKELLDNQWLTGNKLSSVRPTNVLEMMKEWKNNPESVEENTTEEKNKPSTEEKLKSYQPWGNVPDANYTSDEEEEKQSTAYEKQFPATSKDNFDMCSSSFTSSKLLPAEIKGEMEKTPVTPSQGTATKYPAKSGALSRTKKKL
Starred values were filed as active, the others as inactive. Compounds as they come. About 1.9% of those tested had a hit in this group.

How did Cc1ccc(C)c(NC(=O)CCC(=O)NNC(=O)c2cccc([N+](=O)[O-])c2)c1 do in these assays?
KCNQ2 block: inactive; Kir21 block: 0.06; STK33 inh: -0.7

Results for CC(C)CN(C(=O)COc1ccc2ccc(=O)oc2c1)C1CCS(=O)(=O)C1 (stereo not given) ?
KCNQ2 block: inactive; Kir21 block: 0.19; STK33 inh: 1.8

How did COc1ccccc1S(=O)Cc1ccc(C(=O)NC2CCCC2)o1 (stereo not given) do in these assays?
KCNQ2 block: inactive; Kir21 block: 0.28; STK33 inh: 0.3

How did Cc1cc2[nH]c3ccccc3c2c(C)n1 do in these assays?
KCNQ2 block: inactive; Kir21 block: -1.57; STK33 inh: -1.0

Results for O=C(c1cccnc1Cl)N(Cc1ccccc1)Cc1ccccc1 ?
KCNQ2 block: inactive; Kir21 block: -3.49; STK33 inh: -2.5

Results for CCC(=O)Nc1ccc(C(=O)Nc2ccc3c(c2)C(=O)N(CC2CCCO2)C3=O)cc1 (stereo not given) ?
KCNQ2 block: inactive; Kir21 block: -0.51; STK33 inh: -0.5

How did CC/C(=N\Nc1ccccc1[N+](=O)[O-])c1ccc(O)cc1 do in these assays?
KCNQ2 block: inactive; Kir21 block: 2.07; STK33 inh: -0.8

How did CC1CCCN(C(=O)N2c3ccccc3Sc3ccccc32)C1 (stereo not given) do in these assays?
KCNQ2 block: -6.87*; Kir21 block: 0.63; STK33 inh: 1.9

Results for O=C(C1CCCC1)N1CCC(CC2CC(c3ccc(Cl)cc3)=NO2)(C(=O)NCC2CCCCC2)CC1 (stereo not given) ?
KCNQ2 block: inactive; Kir21 block: -1.97; STK33 inh: -0.5

How did COc1ccc(C2c3[nH]c4ccccc4c3CCN2Cc2ccoc2)c(F)c1 (stereo not given) do in these assays?
KCNQ2 block: inactive; Kir21 block: -0.41; STK33 inh: -0.1

Results for O=c1c(-c2nnc(SCc3ccc(Cl)cc3Cl)o2)cccn1Cc1ccccc1 ?
KCNQ2 block: inactive; Kir21 block: 0.02; STK33 inh: -0.6

How did COc1ccc(/C=C/c2nnc(NC(=O)c3ccco3)s2)cc1 do in these assays?
KCNQ2 block: inactive; Kir21 block: -0.58; STK33 inh: -1.3

What do the screens show for `O=C(Cn1nnc(-c2ccc(S(=O)(=O)N3CCCC3)cc2)n1)NCC1CCCO1` (stereo not given)?
KCNQ2 block: inactive; Kir21 block: -0.75; STK33 inh: -0.1

Results for O=C(/C=C/c1ccccc1)NC(=S)NNC(=O)c1cnccn1 ?
KCNQ2 block: inactive; Kir21 block: -0.03; STK33 inh: 0.5

What do the screens show for `O=C(O)C(Cc1ccccc1)N1C(=O)C2CCCCC2C1=O` (stereo not given)?
KCNQ2 block: inactive; Kir21 block: -0.7; STK33 inh: 3.8

What do the screens show for `CCN(CC)S(=O)(=O)c1ccc(NC(=O)C2COc3ccccc3O2)cc1` (stereo not given)?
KCNQ2 block: inactive; Kir21 block: -2.42; STK33 inh: 4.5

Results for N#C/C(=C\c1ccc(Cl)cc1)c1nc(-c2ccco2)cs1 ?
KCNQ2 block: inactive; Kir21 block: 0.24; STK33 inh: -3.1

How did Cc1ccccc1-c1nnn(CC(=O)c2ccc(S(=O)(=O)N3CCCC3)cc2)n1 do in these assays?
KCNQ2 block: inactive; Kir21 block: -0.57; STK33 inh: 0.8

Results for COc1cc(OC)cc(OC(=O)C2CCN(C(=O)c3ccc(F)cc3)CC2)c1 ?
KCNQ2 block: inactive; Kir21 block: -0.57; STK33 inh: -1.0

How did Cc1ccccc1CN1CCN(c2nc3ccccc3s2)CC1 do in these assays?
KCNQ2 block: inactive; Kir21 block: -1.66; STK33 inh: -1.7

What do the screens show for `COc1ccc(NC(=O)Cn2nnc3sc4c(c3c2=O)CC(C)(C)OC4)cc1`?
KCNQ2 block: inactive; Kir21 block: -0.14; STK33 inh: -2.3

What do the screens show for `CCOC(=O)c1sc(NC(=O)/C=C/c2ccccc2)nc1C`?
KCNQ2 block: inactive; Kir21 block: -1.7; STK33 inh: -0.4

Results for COc1cc(NC(=O)Nc2cccc([N+](=O)[O-])c2)cc(OC)c1 ?
KCNQ2 block: inactive; Kir21 block: -0.34; STK33 inh: -1.9

What do the screens show for `COc1ccc(N=C2CC(C)(C)CC(=O)/C2=C(/O)c2ccccc2)cc1`?
KCNQ2 block: inactive; Kir21 block: -0.55; STK33 inh: -0.2

How did O=C(c1ccco1)N1CCN(C(=O)C(c2ccccc2)c2ccccc2)CC1 do in these assays?
KCNQ2 block: inactive; Kir21 block: 0; STK33 inh: -2.6

How did COc1cc(OC)cc(C(=O)Nc2nc(CC(=O)NCc3ccc(F)cc3)cs2)c1 do in these assays?
KCNQ2 block: inactive; Kir21 block: -0.87; STK33 inh: -2.1

Results for COCCNc1nc2sc3c(c2c(=O)n1Cc1ccco1)CCCCC3 ?
KCNQ2 block: inactive; Kir21 block: -0.32; STK33 inh: -0.5

What do the screens show for `CSc1nc2c(c(=O)[nH]1)C(c1ccccc1Cl)CC(=O)N2` (stereo not given)?
KCNQ2 block: inactive; Kir21 block: 2.29; STK33 inh: -0.7

Results for Fc1ccccc1Nc1nc(N2CCOCC2)nc(N2CCOCC2)n1 ?
KCNQ2 block: inactive; Kir21 block: -0.17; STK33 inh: -0.3

Results for N#C/C(=C\c1cccs1)C(=O)Nc1nccs1 ?
KCNQ2 block: inactive; Kir21 block: -0.47; STK33 inh: -1.2

How did COc1ccccc1-n1cc(-c2ccc(Cl)cc2)[nH]c1=O do in these assays?
KCNQ2 block: inactive; Kir21 block: 1.72; STK33 inh: -6.6

How did COc1ccccc1CNC(=O)COC(=O)c1cccnc1SCC(=O)NCc1ccccc1OC do in these assays?
KCNQ2 block: inactive; Kir21 block: 1.28; STK33 inh: 5.2

How did CCOc1ccc(NC(=O)C2CC(=O)N=C(N)S2)cc1 (stereo not given) do in these assays?
KCNQ2 block: inactive; Kir21 block: 1.4; STK33 inh: -4.9

Results for Cc1cc(C)c(C#N)c(SCC(=O)NN2CC(=O)N(c3ccccc3F)CC2=O)n1 ?
KCNQ2 block: inactive; Kir21 block: -0.02; STK33 inh: -1.2

Results for O=Cc1c(NC2CCCCC2)c2ccccc2[nH]c1=O ?
KCNQ2 block: inactive; Kir21 block: 2.05; STK33 inh: -0.6

How did CCCC(C)NC(=O)c1ccc(F)cc1 (stereo not given) do in these assays?
KCNQ2 block: inactive; Kir21 block: 1.66; STK33 inh: 0.3

What do the screens show for `CCCc1cc(=O)oc2cc3occ(C)c3cc12`?
KCNQ2 block: inactive; Kir21 block: -0.01; STK33 inh: 4.1

What do the screens show for `O=C(CCN1C(=O)c2ccccc2S1(=O)=O)Nc1ccc(F)cc1F`?
KCNQ2 block: inactive; Kir21 block: -0.45; STK33 inh: -0.9

How did Nc1nonc1-n1nnc(C(=O)N/N=C/c2ccncc2)c1-c1cccs1 do in these assays?
KCNQ2 block: inactive; Kir21 block: 0.52; STK33 inh: -2.8

How did COc1cc(NC(=S)NC(=O)C(C)C)ccc1NC(=O)c1cc2ccccc2o1 do in these assays?
KCNQ2 block: inactive; Kir21 block: 1.78; STK33 inh: 0.3

What do the screens show for `Cc1ccc(S(=O)(=O)Nc2cnc3ccccc3c2)cc1`?
KCNQ2 block: inactive; Kir21 block: 1.24; STK33 inh: -0.6

What do the screens show for `COc1ccc(-n2ccnc2SCC(=O)NCc2ccco2)c(OC)c1`?
KCNQ2 block: inactive; Kir21 block: -2.76; STK33 inh: -1.3

Results for Cc1ccc(SC2CC(=O)N(c3ccc4c(c3)OCCO4)C2=O)cc1 (stereo not given) ?
KCNQ2 block: inactive; Kir21 block: 0.67; STK33 inh: 0.2

Results for COc1ccc(CN(CC(=O)NC2CCCCC2)C(=O)CCCC(=O)Nc2ccccn2)cc1 ?
KCNQ2 block: inactive; Kir21 block: 1.24; STK33 inh: 1.4

What do the screens show for `COc1ccc2c(c1)C(=O)CCC2c1ccccc1` (stereo not given)?
KCNQ2 block: inactive; Kir21 block: 1.73; STK33 inh: -0.4

How did O=C(O)c1ccccc1C(=O)N1CC=C(c2ccccc2)CC1 do in these assays?
KCNQ2 block: inactive; Kir21 block: -0.95; STK33 inh: -1.5

What do the screens show for `O=C(CCSc1ccc(Cl)cc1)NC1CCCCC1`?
KCNQ2 block: inactive; Kir21 block: 0.02; STK33 inh: -1.0

Results for CC(=O)N1CCN(c2ccc([N+](=O)[O-])c(-n3nc(C)cc3C)c2)CC1 ?
KCNQ2 block: inactive; Kir21 block: 1.24; STK33 inh: -0.7

Results for Cc1nc(-c2cccc(NS(C)(=O)=O)c2)cs1 ?
KCNQ2 block: inactive; Kir21 block: 1.37; STK33 inh: -2.6

How did Cc1ccc(NC(=O)CSc2nnc(CNC(=O)c3ccco3)n2C)cc1C do in these assays?
KCNQ2 block: inactive; Kir21 block: 1.12

What do the screens show for `O=C1c2ccccc2C(Nc2ccc(Cl)cn2)N1c1cccnc1` (stereo not given)?
KCNQ2 block: inactive; Kir21 block: 0.01; STK33 inh: -0.3

Results for CCN1CCN(C(=O)c2ccccc2N(Cc2ccccc2)S(C)(=O)=O)CC1 ?
KCNQ2 block: inactive; Kir21 block: 0.27; STK33 inh: -1.5

How did CC(C)C(NC(=O)C1CCCCC1)C(=O)N1CCN(c2ccc(F)cc2)CC1 (stereo not given) do in these assays?
KCNQ2 block: inactive; Kir21 block: 1.27; STK33 inh: -0.3

How did COc1ccccc1NC(=O)c1ccccc1NS(C)(=O)=O do in these assays?
KCNQ2 block: inactive; Kir21 block: 1.05; STK33 inh: -0.7

Results for CC(=O)C1=C(O)C(=O)N(Cc2ccccc2)C1c1ccc(N(C)C)cc1 (stereo not given) ?
KCNQ2 block: inactive; Kir21 block: -0.34; STK33 inh: -2.0

How did CCOc1ccc(NC(=O)c2nccnc2CO)cc1 do in these assays?
KCNQ2 block: inactive; Kir21 block: 2.54; STK33 inh: -1.3

How did Cc1ccc(-n2c(SCC(=O)OC(C)C)nnc2-c2ccncc2)cc1 do in these assays?
KCNQ2 block: inactive; Kir21 block: 1.25; STK33 inh: -0.7

What do the screens show for `CC(=O)c1ccc(NC(=S)N2CCCC(CO)C2)cc1` (stereo not given)?
KCNQ2 block: inactive; Kir21 block: 2.34; STK33 inh: -1.1

What do the screens show for `Cc1ccc(C)c(Cn2c3ccccc3c3cnn(CC(=O)NCCCN4CCCCC4)c(=O)c32)c1`?
KCNQ2 block: inactive; Kir21 block: -6.16*; STK33 inh: -0.8

What do the screens show for `Cc1cccc(-c2nc3c(c(SCC(=O)N(C)C)n2)CCCC3)c1`?
KCNQ2 block: inactive; Kir21 block: -1.1; STK33 inh: -0.4

4 compounds picked at random from those above, as already listed:
Results for Cc1nc(-c2cccc(NS(C)(=O)=O)c2)cs1 ?
KCNQ2 block: inactive; Kir21 block: 1.37; STK33 inh: -2.6

How did CCOc1ccc(NC(=O)c2nccnc2CO)cc1 do in these assays?
KCNQ2 block: inactive; Kir21 block: 2.54; STK33 inh: -1.3

What do the screens show for `Cc1cccc(-c2nc3c(c(SCC(=O)N(C)C)n2)CCCC3)c1`?
KCNQ2 block: inactive; Kir21 block: -1.1; STK33 inh: -0.4

What do the screens show for `O=C1c2ccccc2C(Nc2ccc(Cl)cn2)N1c1cccnc1` (stereo not given)?
KCNQ2 block: inactive; Kir21 block: 0.01; STK33 inh: -0.3

(more compounds)
Results for COc1cccc(CN(C)CC(=O)Nc2ccccc2C(C)C)c1 ?
KCNQ2 block: inactive; Kir21 block: -1.29; STK33 inh: 0.0

Results for CC1=C(C(=O)Nc2ccccc2)C(c2ccco2)NC(=S)N1 (stereo not given) ?
KCNQ2 block: inactive; Kir21 block: -0.73; STK33 inh: 2.1

How did Cc1ccc(C2(C)NC(=O)N(CC(=O)Nc3ccc4c(c3)OCO4)C2=O)cc1 (stereo not given) do in these assays?
KCNQ2 block: inactive; Kir21 block: 0.21; STK33 inh: 0.5

How did CCC(=O)NNc1ccc(Br)cc1 do in these assays?
KCNQ2 block: inactive; Kir21 block: 0.71; STK33 inh: 0.2

Results for O=C(C1CCC(=O)N(C2CC2)C1)N(CCO)Cc1ccccc1 (stereo not given) ?
KCNQ2 block: inactive; Kir21 block: 1.51; STK33 inh: 0.1

Results for O=C(O)CCc1nc2ccccc2n(CCc2ccccc2)c1=O ?
KCNQ2 block: inactive; Kir21 block: 0.24; STK33 inh: 0.9

How did CC(=O)Nc1ccc(S(=O)(=O)Nc2nnc(C(C)C)s2)cc1 do in these assays?
KCNQ2 block: inactive; Kir21 block: 1.5; STK33 inh: 0.1

Part of the list above in order of SMILES length, highest first.
What do the screens show for `COc1ccc(NC(=O)Cn2nnc3sc4c(c3c2=O)CC(C)(C)OC4)cc1`?
KCNQ2 block: inactive; Kir21 block: -0.14; STK33 inh: -2.3

Results for O=c1c(-c2nnc(SCc3ccc(Cl)cc3Cl)o2)cccn1Cc1ccccc1 ?
KCNQ2 block: inactive; Kir21 block: 0.02; STK33 inh: -0.6

Results for Fc1ccccc1Nc1nc(N2CCOCC2)nc(N2CCOCC2)n1 ?
KCNQ2 block: inactive; Kir21 block: -0.17; STK33 inh: -0.3

Results for O=C(c1cccnc1Cl)N(Cc1ccccc1)Cc1ccccc1 ?
KCNQ2 block: inactive; Kir21 block: -3.49; STK33 inh: -2.5

What do the screens show for `CC(=O)c1ccc(NC(=S)N2CCCC(CO)C2)cc1` (stereo not given)?
KCNQ2 block: inactive; Kir21 block: 2.34; STK33 inh: -1.1
